Screening data from PubChem.
E coli WT inh: blocks growth of wild type E. coli BW25113 | E. coli BW25113 growth inhibition, OD600 | inhibition, % at 10 µM | 0.05% of 20,000 active; in the data active = inhibition above about 40%;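 note: bacteria exposed to compound for 20 hours at 37 °C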
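Assay system: Bacterial strain in a whole-cell growth screen | Amount: Inoculum from a 1:1000 dilution of a 1.5 h subculture | Detection: Absorbance at 615 nm as a measure of bacterial growth | Timing: 20 h exposure, 37 °C | Buffer or medium: LB plus kanamycin 50 µg/mL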
* marks the source's active call; other numbers are inactive results. A portion of the library. The share of hits here may be higher or lower than overall.

SMILES	E coli WT inh
CC(C)Oc1ccc(NC(N)=O)cc1	-1
Cc1ccc(-c2cc(C(F)F)nc(NCc3cccnc3)n2)cc1	3
c1ccc(CSc2ncccn2)cc1	-21
CCc1ccc(NC(=O)c2cccnc2)cc1	14
COC(=O)C1=C(N)Oc2cc(C)n(Cc3ccncc3)c(=O)c2C1c1cccnc1 (stereo not drawn)	-4
CCOC(=O)C1CCN(c2c(NCCCN(CC)c3ccccc3)c(=O)c2=O)CC1	-4
COC(=O)COc1ccc(S(=O)(=O)N2CCN(c3ccccc3F)CC2)cc1C	0
Cc1cc(C)nc(SCC(=O)Nc2ncc3c(n2)CCCC3=O)n1	7
C=CCOc1ccc(/C(CC)=N/O)c(OC)c1	-1
Cc1noc(/C=C/N(C)C)c1S(=O)(=O)N1CCCC(C(=O)N2CCc3ccccc32)C1 (stereo not drawn)	8
CCC(C)(C)n1nnnc1C(c1ccc(OC)c(OC)c1)N1CCN(c2ccccc2)CC1 (stereo not drawn)	-1
COC(=O)CC1C(=O)NCCN1C(=O)NC1CCCCC1 (stereo not drawn)	-2
Cc1cc(O)c2c(-c3ccccc3)cc(=O)oc2c1	11
O=C(CN1CCC(NC(=O)c2ccc(F)cc2)CC1)NCc1ccccc1F	-3
O=C(NO)c1ccccc1O	-6
Cn1c(=O)c(-c2ccccc2)nn2c3ccccc3nc12	-4
Cc1cc(C)c(C)c(S(=O)(=O)Nc2ccc(O)cc2)c1C	0
CC(C)(C)N1C(=O)c2ccc(C(=O)NCc3ccco3)cc2C1=O	4
CN(C)c1nc(N)nc(CSc2nnnn2-c2cccc3ccccc23)n1	-3
Cc1cc(NC(=O)Cc2cn3ccsc3n2)n(-c2ccccc2)n1	-3
CCc1nnc(NC(=O)CCN2C(=O)c3ccccc3S2(=O)=O)s1	-20
C=CCNC(=O)c1cccc(Br)c1	1
O=C(COc1ccc(S(=O)(=O)N2CCCC2)cc1Cl)Nc1ccc2c(c1)OCO2	-20
OCCn1c(CSc2nnc(-c3ccco3)n2-c2ccccc2)nc2ccc(Cl)cc21	-3
O=C(Nc1ccc(Cc2ccc(NC(=O)N3CCOCC3)cc2)cc1)N1CCOCC1	6
New compounds follow:
SMILES	E coli WT inh
CN(C)CCNC(=O)c1ccc(COCC(F)(F)F)cc1	4
COCC(=O)Nc1cc(OC)ccc1OC	0
CS(=O)(=O)Nc1ccccc1C(=O)Nc1ccc2c(c1)OCCO2	3
COc1cc(NS(=O)(=O)c2ccc(OC)c(OC)c2)cc(OC)c1	-21
COC(=O)C1=C(C)Nc2ncnn2C1c1ccc(C)o1 (stereo not drawn)	7
N#Cc1nc(COc2ccccc2)oc1NCCCn1ccnc1	12
Cc1cccc(N2CCN(C(=O)c3ccncc3)CC2)c1C	-11
COC(=O)Cn1c(CN2CCN(c3ccccc3F)CC2)nc2c1c(=O)n(C)c(=O)n2C	-4
O=S(=O)(Nc1cnc2ccccc2c1)N1CCCCCC1	-20
CCOC(=O)C1CCN(C(=O)N2CCOCC2)CC1	-20
CCOC(=O)c1[nH]c2cc(OC)c(OC)cc2c1NC(=O)CN1CCN(C)CC1	-19
Cc1ccc(SCC(=O)NCc2ccco2)cc1	-20
Cc1ccc(S(=O)(=O)N2CCN(c3nc4ccccc4nc3-n3nc(C)cc3C)CC2)cc1	-19
N#C/C(=C\c1ccc(O)c(O)c1)S(=O)(=O)c1ccccc1	-19
COc1ccc(N2CCN(c3oc(COc4ccccc4)nc3C#N)CC2)cc1	-2
CSC1=C(C#N)C(c2ccc(Cl)cc2)C2=C(CC(C)(C)CC2=O)N1 (stereo not drawn)	-1
Cc1cc(=O)[nH]c2c1c(C)nn2-c1ccccc1	-6
Cn1c(=O)cc(-c2ccccc2)c2ccccc21	-13
O=C(CSc1nc(-c2ccco2)cc(C(F)(F)F)n1)Nc1ccc2c(c1)CCC2	-24
COc1cc(OC)cc(C(=O)NCc2nc(-c3ccccc3)no2)c1	-23
O=C(Nc1ccccn1)C12CC3CC(C1)CC(C(=O)Nc1ccccn1)(C3)C2	-24
N/C(=N\O)c1ccc(NC(=O)c2ccc(Br)o2)cc1	-20
Cc1cccnc1NC(=O)CCCN1C(=O)c2ccccc2C1=O	0
CCN(CC)c1ccc(NC(=O)c2[nH]c(C)c(C(C)=O)c2C)c(C)c1	-6
O=C(OCn1nnc2ccccc2c1=O)C1CCN(S(=O)(=O)c2cccs2)CC1	1
The list continues.
SMILES	E coli WT inh
CCOC(=O)N1CCN(S(=O)(=O)c2cccs2)CC1	-3
COCC(=O)N(Cc1nc2ccccc2c(=O)[nH]1)Cc1cccs1	-5
CC(=O)Nc1ccc(N/C=C/C(=O)c2ccco2)cc1	-24
CN(c1ccccc1C(=O)O)S(=O)(=O)c1ccc2c3c(cccc13)C(=O)N2	-25
O=C(CCCN1C(=O)c2ccccc2C1=O)NCCC1=CCCCC1	-22
COCCn1c(C)cc(C(=O)CSc2ncnc3sc4c(c23)CCC4)c1C	2
Cc1cc(-c2ccccc2)c2nncn2n1	2
CCOC(=O)C1=C(C)OC(N)=C(C#N)C1c1ccoc1 (stereo not drawn)	1
COc1ccc(NC(=O)C(Cc2ccccc2)NC(=O)c2ccco2)cc1OC (stereo not drawn)	-24
CC(C)Sc1nc2c(c(=O)[nH]c(=O)n2C)n1C	-12
Cn1c(=O)c2c(ncn2CC(=O)N2CCN(c3ccccc3)CC2)n(C)c1=O	0
CCOC(=O)CSC1=C(C#N)C(c2ccc(C)o2)CC(=O)N1 (stereo not drawn)	-2
O=C(Cn1cnc2c(cnn2-c2ccc(F)cc2)c1=O)N1CCN(c2ccccc2)CC1	12
CN1C(=S)SC(C)(NO)C1(C)C (stereo not drawn)	6
CCOC(=O)c1ccccc1NC(=O)COC(=O)C1=COCCO1	-3
CCOC(=O)C1CCCn2c1nc1sc3c(c1c2=O)CCCC3 (stereo not drawn)	3
CCn1cc(C(=O)NCC2CCCO2)c(=O)c2cc(S(=O)(=O)N(C)C3CCCCC3)ccc21 (stereo not drawn)	-5
COc1ccccc1-n1cnnc1SCC(=O)c1ccc[nH]1	-4
CC(NC(=O)CSc1n[nH]c(=O)n1C1CC1)C12CC3CC(CC(C3)C1)C2 (stereo not drawn)	2
CS(=O)(=O)N(CC(=O)NCC1CCCO1)Cc1ccc(Cl)cc1 (stereo not drawn)	-18
CCOc1nc(-c2ccccc2)ccc1-c1noc(-c2ccc(OC)c(OC)c2)n1	2
CCOC(=O)Cc1ccc(NS(=O)(=O)c2ccc(SC)cc2)cc1	-3
CCCCN(C)CCCNC(=O)CC1Oc2ccccc2NC1=O (stereo not drawn)	6
Cc1cc(Cl)c(S(=O)(=O)NCc2cccnc2)cc1OCC(N)=O	-2
CCOC(=O)Nc1ccc2c(c1)N(C(=O)CN(CC)CC)c1ccccc1C=C2	-1
Next part
SMILES	E coli WT inh
CC1(C)NC(=O)N(CCOCCSc2ccccc2)C1=O	-17
O=C(O)CSc1nnc(-c2cc3ccccc3o2)n1-c1ccccc1	-15
Cc1c(N(C)C(=O)C2CCCN2S(=O)(=O)c2ccccc2)c(=O)n(-c2ccccc2)n1C (stereo not drawn)	-24
COC(=O)c1ccccc1NC(=O)CN(C)S(=O)(=O)c1cc(C)ccc1OC	-20
O=C(Nc1ccc(O)cc1C(=O)O)c1ccc2c(c1)C(=O)N(Cc1ccco1)C2=O	0
COc1ccccc1C(=O)N1CCNC(=O)C1CC(=O)Nc1ccc(Cl)cc1 (stereo not drawn)	-2
O=C(Nc1cccc2ncccc12)c1ccc2c(c1)OCCO2	-8
CC1(C)CC(=O)c2sc(N)nc2C1	-14
CSc1ccccc1C(=O)NCCSC(C)(C)C	3
COc1ccc(CC(=O)OCc2nnc(C3COc4ccccc4O3)o2)cc1OC (stereo not drawn)	2
Cc1cc(C)cc(NS(=O)(=O)c2ccc3[nH]c(=O)[nH]c3c2)c1	-2
Nc1nc(CN2CCN(Cc3ccc4c(c3)OCO4)CC2)nc(Nc2ccccc2)n1	17
CCOc1cc(C2NC(=O)N(C)C(C)=C2C(=O)OC)cc(Br)c1O (stereo not drawn)	6
CCOC(=O)c1[nH]c(C)c(C(=O)Nc2cc(OC)ccc2OC)c1C	-1
O=C(CSCc1cnn(-c2ccccc2)c1-n1cccc1)NCC1CCCO1 (stereo not drawn)	5
CN(C)C(=O)Cn1c(SCC(=O)NC2CCCCC2)nc2ccccc21	0
CCOC(=O)C1=C(C)NC(SC(C)=O)=NC1c1ccc(OC(C)=O)c(OC)c1 (stereo not drawn)	6
O=C(NCc1ccccc1F)c1cccs1	-14
O=c1[nH]cnc2c1C1(CCCC1)Cc1ccccc1-2	2
COCCn1c(C)cc(C(=O)CSc2nnc(C)s2)c1C	-15
O=C(CN1CCCC1=O)NC1(C(F)(F)F)NC(=O)N(Cc2ccccc2)C1=O (stereo not drawn)	-13
c1ccc2c(c1)Cc1cc(CN3CCOCC3)ccc1-2	7
CNC(=O)CN(C1CCCCC1)S(=O)(=O)c1ccc(OC)c(Cl)c1	-19
CCOC(=O)N1CCC(NC(=O)C2CCCN2C(=O)OCc2ccccc2)CC1 (stereo not drawn)	-1
Cc1ccc(-c2ccc(/C=N/n3cnnc3)o2)cc1Cl	-5

14 compounds from above, arranged by length of the SMILES, highest first:
SMILES	E coli WT inh
O=C(Nc1ccc(O)cc1C(=O)O)c1ccc2c(c1)C(=O)N(Cc1ccco1)C2=O	0
CCOC(=O)C1=C(C)NC(SC(C)=O)=NC1c1ccc(OC(C)=O)c(OC)c1 (stereo not drawn)	6
O=C(CN1CCCC1=O)NC1(C(F)(F)F)NC(=O)N(Cc2ccccc2)C1=O (stereo not drawn)	-13
Nc1nc(CN2CCN(Cc3ccc4c(c3)OCO4)CC2)nc(Nc2ccccc2)n1	17
COC(=O)c1ccccc1NC(=O)CN(C)S(=O)(=O)c1cc(C)ccc1OC	-20
Cc1cc(C)cc(NS(=O)(=O)c2ccc3[nH]c(=O)[nH]c3c2)c1	-2
COc1ccc(CC(=O)OCc2nnc(C3COc4ccccc4O3)o2)cc1OC (stereo not drawn)	2
CNC(=O)CN(C1CCCCC1)S(=O)(=O)c1ccc(OC)c(Cl)c1	-19
O=C(CSCc1cnn(-c2ccccc2)c1-n1cccc1)NCC1CCCO1 (stereo not drawn)	5
O=C(O)CSc1nnc(-c2cc3ccccc3o2)n1-c1ccccc1	-15
O=C(Nc1cccc2ncccc12)c1ccc2c(c1)OCCO2	-8
Cc1ccc(-c2ccc(/C=N/n3cnnc3)o2)cc1Cl	-5
O=c1[nH]cnc2c1C1(CCCC1)Cc1ccccc1-2	2
c1ccc2c(c1)Cc1cc(CN3CCOCC3)ccc1-2	7

(continued)
SMILES	E coli WT inh
O=C(NCc1ccco1)c1ccc(COCC(F)(F)F)cc1	-18
CCOC(=O)N1CCC(Nc2c(-c3ccc(C)cc3)c(=O)c2=O)CC1	4
Cc1ccc(S(=O)(=O)N2CCCN(S(=O)(=O)c3ccc(C)cc3)CC2)cc1	-16
CS(=O)(=O)N(CC(=O)NCCSc1ccc(Cl)cc1)c1ccc2c(c1)OCO2	-22
COc1ccc(OC)c(NC(=O)CCN2CCC(C)CC2)c1	-2
CSc1ccccc1C(=O)Nc1cccc(C(C)O)c1 (stereo not drawn)	-18
C/C(=N\O)C(=O)NCCCNCCCN(C)C	1
COc1ccccc1N1CCN(CC(O)c2ccc3cc[nH]c3c2)CC1 (stereo not drawn)	-2
COC(=O)CN(c1c(C)cccc1C)S(C)(=O)=O	-23
O=C(CSc1nnnn1-c1ccc2c(c1)OCO2)NCc1ccccc1	-22
CCC(CC)C(=O)Nc1cccc(C(=O)Nc2ccc3c(c2)OCO3)c1	-10
COC(=O)c1cc(Br)c(=O)n(CCC2=CCCCC2)c1	-2
CC(=O)Nc1cc(C(F)(F)F)ccc1N1CCOCC1	1
COc1ccc(CC(=O)N2CCCc3ccccc32)cc1OC	-13
O=C(C1CC2CCC1C2)N1CCN(Cc2ccc3c(c2)OCO3)CC1 (stereo not drawn)	-1
O=C1CC(C(=O)Nc2ccccc2)N=C(N2CCCCC2)N1 (stereo not drawn)	-11
COCC(=O)Nc1ccccc1NC(C)=O	-10
COc1cccc(Oc2ccc(N)cc2)c1	-9
CCOc1ccc(C(C)C)cc1S(=O)(=O)Nc1ccc(Cl)cn1	3
Cc1ccc2oc(C(=O)NCc3ccc4c(c3)OCO4)c(C)c2c1	3
COCc1cc(=O)[nH]c(Nc2nc3ccccc3o2)n1	19
COc1ccc(S(=O)(=O)N(C)CC(=O)Nc2ccccc2OC)cc1C	-12
COc1ccc(-n2c(Cc3cccn3C)nnc2SCC(=O)Nc2ccc(Cl)cc2)cc1	8
Cc1c(NC(=O)c2cnn3cccnc23)c(=O)n(-c2ccccc2)n1C	1
Cc1nnc(NCCN2CCOCC2)[nH]c1=O	-22
The list continues.
SMILES	E coli WT inh
COc1cccc(OCCn2ccnc2)c1	1
O=C(O)Cn1cc(C(=O)C2CC2)c2ccccc21	-19
O=C(Cc1c(F)cccc1Cl)Nc1ccon1	-10
CC1(C)C(=O)Nc2ccccc2N1C(=O)COC(=O)Cn1cnc2ccccc2c1=O	-2
CC(C)COc1ccc(C(=O)NCc2ccco2)cc1	-18
CN(C)c1ccc(C(=S)NCc2ccco2)cc1	-20
Nc1c(C(=O)N2CCOCC2)sc(=S)n1-c1ccccc1	2
O=C(NCc1cccnc1)C1CC(=O)N(c2ccc(Cl)cc2)C1 (stereo not drawn)	-9
Cc1[nH]nc2c1C(CCc1ccccc1)C(C#N)=C(N)O2 (stereo not drawn)	8
Cc1cc(C(=O)NCCC2=CCCCC2)c(C)o1	-14
Cn1c(NCc2ccco2)nc2c1c(=O)n(Cc1ccc(Cl)cc1Cl)c(=O)n2C	-5
COc1ccc(-c2c3c(=O)n(C)c(=O)n(C)c3cn2C2CCCCC2)cc1	-19
COc1ccc(S(=O)(=O)N(C)CC(=O)NC2CCCC2)cc1Cl	-14
OC(COc1cccc(OCC(O)CN2CCOCC2)c1)CN1CCOCC1 (stereo not drawn)	-21

A second format for 6 compounds above.
SMILES | E coli WT inh
CC(C)COc1ccc(C(=O)NCc2ccco2)cc1 | -18
OC(COc1cccc(OCC(O)CN2CCOCC2)c1)CN1CCOCC1 (stereo not drawn) | -21
COc1cccc(OCCn2ccnc2)c1 | 1
O=C(Cc1c(F)cccc1Cl)Nc1ccon1 | -10
Cc1cc(C(=O)NCCC2=CCCCC2)c(C)o1 | -14
Nc1c(C(=O)N2CCOCC2)sc(=S)n1-c1ccccc1 | 2
